OXTR potentiator: potentiators of human oxytocin receptor; P30559; CHO-OTR cells, Fluo-8 calcium fluorescence, potentiator mode; 0% = oxytocin EC15, 100% = EC100; activation, % at 3 µM; 320,000 tested, 0.061% active; AID 2445;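 active = activation above that plate's cutoff, the mean activation of tested compounds plus 3 SD, cut at about 6.6% in these data, passing the limit was not always enough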;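 note: 100% uses oxytocin at 75 nM as the full agonist control; some results filed as inactive read as strong as hits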
Target sequence (P30559 whole entry, looked up): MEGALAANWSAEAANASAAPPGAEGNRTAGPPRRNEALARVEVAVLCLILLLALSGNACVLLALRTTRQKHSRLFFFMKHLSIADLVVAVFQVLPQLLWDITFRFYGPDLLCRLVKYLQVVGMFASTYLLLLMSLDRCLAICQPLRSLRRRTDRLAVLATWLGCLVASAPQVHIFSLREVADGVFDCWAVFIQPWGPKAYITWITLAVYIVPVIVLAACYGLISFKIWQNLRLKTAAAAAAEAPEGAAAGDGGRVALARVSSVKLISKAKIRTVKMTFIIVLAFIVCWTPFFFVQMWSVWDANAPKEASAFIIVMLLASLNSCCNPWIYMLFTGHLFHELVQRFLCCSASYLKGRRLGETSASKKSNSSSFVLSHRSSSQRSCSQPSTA
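test system = CHO-OTR cells, human receptor | compound = single-point 3.0 µM | schedule = 6 min compound pre-incubation at room temperature, 100 s kinetic read | signal = Fluo-8 no-wash calcium dye fluorescence, excitation 470-495 nm, emission 515-575 nm | repeats = single well per compound, singlicate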
MEKK2 WT-MEK5: raises or lowers MEK5 binding to wildtype human MEKK2 PB1 domain. 290,000 tested, 1.1% active. binding response (% of control), % at 10 µM. bead flow cytometry, Alexa488-MEK5 binding to MEKK2 WT; actives lie on both sides. Q9Y2U5. AID 1531; in the data active = binding response below about 67% or above about 130%
MEKK2 mut-MEK5: signal of MEK5 binding to mutant human MEKK2 PB1 domain; bead flow cytometry, Alexa488-MEK5 binding to MEKK2 mutant; AID 1530; 290,000 tested, 0.35% active; percent response, % at 10 µM; in the data active = percent response above about 24%, passing the limit was not always enough; note: inactives centre near 1; some results filed as inactive read as strong as hits; reference of the scale not given here
NALP1 yeast inh: inhibitors of NALP1 inflammasome in yeast; S. cerevisiae NALP1/ASC/caspase-1 growth, X-gal OD620, 72 h; inhibition, % at 10 µM; 280,000 tested, 0.61% active; AID 2071; in the data active = inhibition mostly above about 24%, no sharp cut-off; inactive = mostly below about 32%; note: some compounds called inactive have numbers as strong as hits
PfM18AAP inh: blocks P. falciparum M18 aspartyl aminopeptidase. inhibition, % at 7.35 µM. 290,000 tested, 1.2% active. recombinant PfM18AAP, H-Glu-NHMec fluorogenic cleavage;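 active = inhibition above the campaign mean inhibition over all tested compounds plus 3 SD, cut at about 28% in these data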;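 note: 0% = plate median of test compound wells and 100% = 2 mM ZnCl2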
GalR3 antag: blocks the human galanin receptor 3. O60755. HEK293 GalR3-CNG cAMP membrane potential fluorescence; galR3 body fused to GalR1 C-terminus. inhibition, % at 3 µM. 360,000 tested, 0.44% active;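 active = inhibition above the screen-wide average plus 3 SD, cut at about 13% in these data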;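 note: forskolin and galanin both at EC90 stimulate the cells; cAMP rise reported by CNG channel membrane potential dye signal; 0% = forskolin plus galanin with DMSO and 100% = forskolin alone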
Target sequence (O60755 1-299 limits assumed): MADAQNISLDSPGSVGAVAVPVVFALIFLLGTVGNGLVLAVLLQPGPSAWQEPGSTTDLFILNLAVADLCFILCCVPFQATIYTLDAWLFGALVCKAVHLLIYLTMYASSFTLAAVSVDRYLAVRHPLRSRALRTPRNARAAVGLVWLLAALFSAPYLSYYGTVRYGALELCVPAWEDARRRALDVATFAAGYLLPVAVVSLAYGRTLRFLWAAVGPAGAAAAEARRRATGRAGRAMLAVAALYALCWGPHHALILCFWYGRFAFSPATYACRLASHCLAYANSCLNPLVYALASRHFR
OXTR ag: agonists of human oxytocin receptor; P30559; AID 2435; activation, % at 3 µM; 320,000 tested, 0.32% active; CHO-OTR cells, Fluo-8 calcium fluorescence; normalized: DMSO 0%, oxytocin 100%;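 active = activation above the mean of all tested compounds plus 3 SD, cutoff set per screening run, cut at about 20% in these data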;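 note: peak over basal fluorescence ratio from a 100 s FLIPR kinetic read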
GPR7 antag: antagonists of human GPR7 (neuropeptides B/W receptor 1); AID 1861; 290,000 tested, 1.1% active; GPR7-expressing cells, fluorescence antagonist assay; P48145; inhibition, % at 4.4 µM; in the data active = inhibition above about 16%, passing the limit was not always enough;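 note: cells stimulated with the agonist NPW; 0% = agonist with vehicle and 100% = vehicle without agonist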
V1aR counter: counter-screen for oxytocin receptor agonists: human V1a receptor agonists; P37288; CHO-V1R cells, Fluo-8 calcium fluorescence, agonist mode; 0% DMSO, 100% 3 nM vasopressin; activation, % at 3 µM; 320,000 tested, 0.25% active;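 active = activation above the mean activation of all tested compounds plus 3 SD, per screening run, cut at about 20% in these data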;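 note: signal is peak over basal fluorescence ratio across a 100 second FLIPR read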
Target sequence (P37288 whole entry, looked up): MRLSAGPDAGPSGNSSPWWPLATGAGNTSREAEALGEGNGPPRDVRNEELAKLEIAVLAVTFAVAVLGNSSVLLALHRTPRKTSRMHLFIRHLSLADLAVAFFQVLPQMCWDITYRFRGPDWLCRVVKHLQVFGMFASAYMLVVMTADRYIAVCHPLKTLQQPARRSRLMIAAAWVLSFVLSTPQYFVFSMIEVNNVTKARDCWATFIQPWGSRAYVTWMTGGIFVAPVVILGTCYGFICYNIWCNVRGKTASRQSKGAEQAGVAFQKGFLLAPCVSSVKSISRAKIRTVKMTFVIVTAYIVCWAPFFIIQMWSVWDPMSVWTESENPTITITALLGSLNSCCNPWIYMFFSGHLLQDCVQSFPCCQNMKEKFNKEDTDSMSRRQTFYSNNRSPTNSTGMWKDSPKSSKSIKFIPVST
Active calls of the source: *; . = not tested or not shown.

#	SMILES	OXTR potentiator	MEKK2 WT-MEK5	MEKK2 mut-MEK5	NALP1 yeast inh	PfM18AAP inh	GalR3 antag	OXTR ag	GPR7 antag	V1aR counter
1	CCOC(=O)c1cc(CC)sc1/N=C/C1C(=O)CCCC1=O	-6	109	7	26	10	-5	-1.8	0	-1.0
2	Cc1cc(C)n(CC(O)CN(c2ccccc2)S(=O)(=O)c2ccc3ccccc3c2)n1 (stereo not drawn)	-7	100	-1	-41	-2	-2	-0.9	-2	0.0
3	Cc1onc(-c2ccccc2)c1C(=O)NC(=S)Nc1sc2c(c1C#N)CCCC2	-1	106	12	17	14	-4	0.8	-9	0.6
4	CCOc1cc(/C=C2\SC(=O)N(CC(=O)Nc3ccccc3F)C2=O)cc([N+](=O)[O-])c1O	-7	89	2	0	5	1	2.5	4	0.7
5	Cc1ccccc1S(=O)(=O)c1cc(C#N)c(=O)[nH]c1N	-4	74	-13	4	-8	5	0.6	-14	0.9
6	Cn1c(=O)c2c(-c3ccccc3)n(N3CCOCC3)cc2n(C)c1=O	-7	99	-11	22	-5	-2	0.3	-2	-0.5
7	CCc1cc(C(=O)NCC(c2cccs2)N2CCOCC2)sc1C (stereo not drawn)	2	.	.	.	.	-4	-0.6	.	0.5
8	Cc1cc(NC(=O)c2cccs2)cc(-c2nc3ncccc3o2)c1O	-7	102	3	-5	4	3	0.2	-19	-1.0
9	CCN(CC)S(=O)(=O)c1cccc(C(=O)/C=C2/N(C)c3ccccc3C2(C)C)c1	-11	104	-1	.	3	-3	0.0	-6	-0.1
10	CCN(CC)C(=O)CSc1nc2cc(OC)c(OC)cc2c(=O)n1Cc1ccc(Cl)cc1	0	101	3	0	-3	-2	-1.5	-16	-0.9
11	CCN(CC)c1ccc(NC(=O)c2ccc(Cl)nc2)cc1	-3	100	1	-19	0	-6	-0.5	4	-0.4
12	O=C(NC1CCCC1)C(NS(=O)(=O)c1cccc2nsnc12)c1ccccc1 (stereo not drawn)	-11	101	-3	.	-1	-2	-2.0	6	-1.0
13	Cc1cccc(C(=O)Oc2ccccc2C(=O)N2CCOCC2)c1	-4	99	-1	14	-9	-2	-1.8	-4	0.6
14	COc1cc(S(=O)(=O)N(Cc2ccccc2)CC2CCCO2)ccc1-n1cnnn1 (stereo not drawn)	-4	99	-3	-3	7	2	-1.1	1	0.0
15	CCN(CC(=O)Nc1c(F)cccc1F)C(=O)c1cc(S(=O)(=O)N2CCOCC2)ccc1N1CCCC1	-5	.	.	.	.	-3	0.0	.	-0.1
16	CCOC(=O)CSC1=C(C#N)C(c2ccc(C)s2)CC(=O)N1 (stereo not drawn)	-5	93	2	1	1	-9	0.6	11	1.9
17	COC(=O)c1ccc(CN(c2ccccc2Cl)S(C)(=O)=O)cc1	-8	104	2	-8	4	-6	-0.6	8	1.3
18	COc1cc(C(=O)NNC(=O)/C=C/c2ccccc2)cc(OC)c1OC	2	.	.	.	.	-5	1.0	.	0.6
19	CCc1[nH]c(=O)[nH]c1C(C)S(=O)(=O)c1ccc(C)cc1 (stereo not drawn)	-1	102	-4	2	-13	8	0.7	10	1.9
20	Cc1ccc(S(=O)(=O)c2c(C)nn(C(C)(C)C)c2OC(=O)CC(C)C)cc1	-1	109	3	7	-3	-4	-0.2	-20	-1.1
21	CN(C)C(=O)N=NC(=O)N(C)C	-2	.	.	.	.	-1	0.7	.	0.8
22	Cc1ccccc1NC(=O)Nc1ccccc1C(=O)NCc1ccccc1	-2	91	-10	4	-13	-1	-1.5	-6	0.2
23	CSc1cnc2c(N)nc(N(C)C)nc2n1	-7	98	-2	26	-12	-1	0.0	-5	0.2
24	COc1ccc(-c2ccc(SCC(=O)N3c4ccccc4CC3C)nn2)cc1OC (stereo not drawn)	-6	117	9	34	-9	-8	-1.0	-14	-0.5
25	Cc1ccc(-c2nn3nnnc3c3ccccc23)cc1	-5	94	-6	13	7	-1	-2.5	-8	-0.9
26	COc1ccc(-c2nc(CS(=O)CC(=O)NCc3ccc(Cl)cc3)c(C)o2)cc1OC (stereo not drawn)	0	95	-2	-5	-2	-6	-0.9	-1	2.3
27	COc1ccc(-c2c(NC(=O)c3ccco3)oc3c(C)cccc3c2=O)cc1	-2	91	-5	27	2	3	-1.9	-11	-0.6
28	CCc1noc(C)c1C(=O)Nc1cc(C(F)(F)F)ccc1-n1cncn1	6	.	.	.	.	-3	-1.2	.	-1.3
29	OC[C@@H](O)[C@@H](O)[C@H](O)[C@H](O)CO	-9	.	.	.	.	0	-0.6	.	-0.5
30	COc1ccnc(N2CCN(c3ccccc3)CC2)c1C#N	-9	103	4	47	-2	2	5.3	-12	3.1
31	CS(=O)(=O)N(CC(=O)Nc1cccc(Cl)c1)c1ccccc1Cl	2	103	2	11	-13	-4	1.6	10	0.6
32	O=C(CCNS(=O)(=O)c1cccs1)N1CCN(c2cccc(C(F)(F)F)c2)CC1	-10	.	.	.	.	0	12	.	8.2
33	O=C(NC1CCCCC1)C(c1ccc2ncccc2c1)N(Cc1cccs1)C(=O)c1cccs1 (stereo not drawn)	-15	102	3	12	-17	-9	-1.0	-5	-0.9
34	N#Cc1cccc(C(=O)Nc2cccc(S(=O)(=O)N3CCCC3)c2)c1	-6	104	2	1	1	-4	3.2	-15	6.0
35	COC(=O)/C=c1\sc2n(c1=O)C(C)=CC(C)(C)N=2	2	99	-1	26	2	0	-1.2	3	-0.8
36	NC(=O)C1CC(=O)N(c2ccc(OCC(=O)NCc3ccccc3)cc2)C1 (stereo not drawn)	3	100	4	-3	5	-8	1.4	0	2.4
37	C/C(=C/C(=O)Nc1cccc(F)c1)N1CCCC1	-7	90	-10	5	-6	17*	4.6	-1	0.8
38	CCC(N=c1cc(-c2ccc(OC)c(OC)c2)oc2ccc(C)cc12)C(=O)O (stereo not drawn)	-4	101	-1	25	1	-2	0.3	-17	0.5
39	CCOC(=O)N1CCN(C(=O)c2cn(C)c3ccc(S(=O)(=O)N(CC)CC)cc3c2=O)CC1	-3	99	0	4	0	0	-0.1	-10	-0.2
40	C=C(C)Cn1c(SCC(=O)O)nnc1-c1ccc(OC)cc1	2	92	-8	3	-11	-5	2.5	10	1.1
41	CCn1c(SCC(=O)Nc2nccc(C)n2)nc2ccccc21	-5	101	2	3	1	-1	1.3	-12	-0.6
42	CC(=O)OCCn1c2nc(=O)[nH]c(=O)c-2nc2cc(C)c(C)cc21	.	98	-2	-1	-91	-8	.	1	.
43	O=C(CCCC(=O)N1CCCc2ccccc21)N1CCCc2ccccc21	-22	93	-4	8	2	-6	5.7	-5	6.6
44	N#Cc1cc2c(N)c(C(=O)Nc3ccccc3)sc2nc1N	-10	.	.	29	18	.	0.1	2	0.8
45	O=C(N/N=C/c1ccco1)c1ccc(C(=O)N/N=C/c2ccco2)o1	-2	96	-4	9	6	-7	-0.1	-10	-0.3
46	Cc1cc(=O)n2c3ccccc3n(C)c2n1	.	103	1	8	0	-8	.	-8	.
47	Cc1ccccc1C(=O)NC(NCc1ccco1)C(Cl)(Cl)Cl (stereo not drawn)	-9	112	3	22	2	3	-1.8	2	0.1
48	O=C(NCCN1C(=O)CCC1=O)c1ccncc1	-6	92	-1	0	10	-3	0.7	-7	0.5
49	N#C/C(=C\c1c[nH]c2ccccc12)c1nnc2n1CCCCC2	2	104	11	40	2	1	-0.1	15	1.4
50	CCNc1nc(SC(C)C(=O)OC)nc(N(C)C)n1 (stereo not drawn)	4	104	-1	9	2	-1	0.4	0	0.8
51	COc1ccccc1/C=N\NC(=O)c1ccc(COc2ccc(C)c(C)c2)o1	-5	.	.	.	.	-6	-1.6	.	0.1
52	O=C(c1ccc([N+](=O)[O-])cc1)N(Cc1ccc(Br)cc1)N1C(=O)CCCC1=O	-7	102	9	34*	9	-8	2.0	15	1.3
53	CC(C)(C)Cc1nc(-c2ccc(Cl)cc2)no1	-1	103	-4	0	-1	-5	-0.3	-3	-0.6
54	Cc1ccc(S(=O)(=O)N2CCC(=O)N(CCOCc3cccc(C(F)(F)F)c3)CC2)cc1	-15	98	2	19	2	-3	11	2	10
55	CCOC(=O)CSC1=C(C#N)C(c2ccc(F)cc2)C(C(C)=O)=C(C)N1 (stereo not drawn)	-5	103	5	-1	18	-4	-1.0	-4	2.1
56	Clc1ccc(CSC2=NCCCN2)cc1Cl	-10	106	4	14	1	-2	1.9	-6	1.2
57	Cc1cccc(NS(=O)(=O)c2ccc(C(=O)NCC(c3ccco3)N(C)C)cc2)c1C (stereo not drawn)	-8	103	4	22	6	-3	4.2	11	9.2
58	O=C(Nc1ccccn1)c1ccc(Cl)c(S(=O)(=O)N2CCCC2)c1	-7	.	.	.	.	0	0.2	.	1.8
59	C/C(=N\NC(=O)c1ccc(Br)cc1)c1cccnc1	.	104	1	5	-1	-2	.	-6	.
60	Oc1c(Cl)cc(Cl)cc1C=Nc1ccccc1N1CCCC1	-1	100	0	38	17	.	0.4	0	1.4

Next entries
#	SMILES	OXTR potentiator	MEKK2 WT-MEK5	MEKK2 mut-MEK5	NALP1 yeast inh	PfM18AAP inh	GalR3 antag	OXTR ag	GPR7 antag	V1aR counter
61	CCOc1ccc2c(c1)C(c1ccc(C)o1)=NNC(c1ccncc1)=N2	-2	92	-2	11	10	-2	-1.7	-9	-0.7
62	Nc1ccccc1N1CCOCC1	-8	72	-24	-3	2	0	-0.1	-16	1.3
63	NC(=O)COC(=O)CNC(=O)c1cc(Cl)cc([N+](=O)[O-])c1	6	97	-3	-5	-1	-3	0.9	-2	0.3
64	COc1ccc(NC(=O)CCNS(=O)(=O)c2cc(Br)ccc2Br)cc1S(N)(=O)=O	2	95	-4	23	0	-9	0.6	-14	0.8
65	O=S(=O)(c1ccc2c(c1)OCCO2)C1CCC(S(=O)(=O)c2c(F)cccc2F)CC1 (stereo not drawn)	0	.	.	.	.	-2	0.9	.	1.1
66	O=C(CS(=O)CC(=O)N(c1cccc(F)c1)C(C(=O)NC1CCCCC1)c1ccco1)Nc1ccc(F)cc1 (stereo not drawn)	-1	101	-2	32	0	-2	-1.7	-11	-1.0
67	Cc1ccc(C)c(NC(=O)CN(C)C(=O)c2cc([N+](=O)[O-])ccc2N2CCOCC2)c1	4	.	.	.	.	-6	-1.7	.	7.6
68	O=S(=O)(c1cccs1)N1CCN(Cc2nc3ccccc3s2)CC1	-19	102	5	5	6	-2	2.3	0	5.9
69	O=C(Nc1ccc2oc(-c3ccccc3)nc2c1)c1cccnc1	-17	95	-8	8	1	5	2.2	4	2.3

3 structures out of the list, arranged by SMILES length, ascending:
#	SMILES	OXTR potentiator	MEKK2 WT-MEK5	MEKK2 mut-MEK5	NALP1 yeast inh	PfM18AAP inh	GalR3 antag	OXTR ag	GPR7 antag	V1aR counter
30	COc1ccnc(N2CCN(c3ccccc3)CC2)c1C#N	-9	103	4	47	-2	2	5.3	-12	3.1
31	CS(=O)(=O)N(CC(=O)Nc1cccc(Cl)c1)c1ccccc1Cl	2	103	2	11	-13	-4	1.6	10	0.6
4	CCOc1cc(/C=C2\SC(=O)N(CC(=O)Nc3ccccc3F)C2=O)cc([N+](=O)[O-])c1O	-7	89	2	0	5	1	2.5	4	0.7

Three entries from above, ordered by the number in MEKK2 WT-MEK5, lowest first.
| entry | compound | MEKK2 WT-MEK5 |
| --- | --- | --- |
| 64 | COc1ccc(NC(=O)CCNS(=O)(=O)c2cc(Br)ccc2Br)cc1S(N)(=O)=O | 95 |
| 63 | NC(=O)COC(=O)CNC(=O)c1cc(Cl)cc([N+](=O)[O-])c1 | 97 |
| 66 | O=C(CS(=O)CC(=O)N(c1cccc(F)c1)C(C(=O)NC1CCCCC1)c1ccco1)Nc1ccc(F)cc1 (stereo not drawn) | 101 |
